FBW7 act: FBW7 E3 ligase activators, primary screen, biochemical, AlphaScreen, human | AlphaScreen FBW7–phospho-cyclin E peptide binding, activator screen | hit rate 0.13% among 650,000 | normalized activity (activation), % at 26.1 µM | F-box/WD repeat-containing protein 7 (Homo sapiens), Q969H0; in the data active means normalized activity above about 1.9%;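 further: purified mutant Fbw7 with reduced substrate affinity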
Target sequence (Q969H0 whole entry, looked up): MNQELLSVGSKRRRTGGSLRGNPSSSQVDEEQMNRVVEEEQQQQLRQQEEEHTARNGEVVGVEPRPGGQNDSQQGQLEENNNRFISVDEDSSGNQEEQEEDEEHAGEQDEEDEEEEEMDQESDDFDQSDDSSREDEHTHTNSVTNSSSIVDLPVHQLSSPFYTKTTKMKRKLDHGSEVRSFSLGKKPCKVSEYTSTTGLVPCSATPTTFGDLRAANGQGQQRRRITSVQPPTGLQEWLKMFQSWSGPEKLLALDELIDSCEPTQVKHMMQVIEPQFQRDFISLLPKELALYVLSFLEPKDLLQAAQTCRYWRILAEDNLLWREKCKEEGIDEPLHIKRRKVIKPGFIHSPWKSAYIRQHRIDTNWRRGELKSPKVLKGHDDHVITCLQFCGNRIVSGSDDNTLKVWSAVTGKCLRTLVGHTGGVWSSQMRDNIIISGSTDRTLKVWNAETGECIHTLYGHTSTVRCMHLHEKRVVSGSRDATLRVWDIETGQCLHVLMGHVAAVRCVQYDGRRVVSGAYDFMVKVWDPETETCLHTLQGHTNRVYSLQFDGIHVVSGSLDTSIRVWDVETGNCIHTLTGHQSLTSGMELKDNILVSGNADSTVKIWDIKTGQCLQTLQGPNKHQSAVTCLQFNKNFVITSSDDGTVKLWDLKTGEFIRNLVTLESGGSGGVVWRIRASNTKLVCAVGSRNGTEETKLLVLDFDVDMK
TEAD-YAP block: TEAD-YAP interaction inhibition, primary screen, TEAD-YAP interaction inhibitor project, luminescence, HEK-TIYL cells; TEAD-Gal4/YAP UAS-luciferase luminescence; inhibition, % at 9.12 µM; hit rate 1.4% among 640,000; in the data active means inhibition above about 32%;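 further: 0% = median of test compound wells and 100% = reference inhibitor wells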
GPR151 activ: activators of human GPR151, primary screen, cell-based, PathHunter beta-arrestin, luminescence. G-protein coupled receptor 151 (Homo sapiens), Q8TDV0. PathHunter beta-arrestin GPR151 cells. activation, % at 11.2 µM. hit rate 1% among 650,000; in the data active means activation above about 4.9%;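 further: 0% = median of compound wells and 100% = cells with positive control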
MITF inh: MITF inhibitors, primary screen, biochemical, AlphaScreen, human; Microphthalmia-associated transcription factor (Homo sapiens), O75030; hit rate 0.91% among 650,000; inhibition, % at 2.6 µM; AlphaScreen MITF homodimerization, bead proximity signal; in the data active means inhibition above about 50%;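 further: 0% = vehicle wells with protein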
An asterisk follows results filed as active. Hits appear at their usual frequency (roughly 3.4% active in at least one column).

SMILES	FBW7 act	TEAD-YAP block	GPR151 activ	MITF inh
CC(C)NC(=O)CN1N=C(C(C)(C)C)Cn2c(cc3sccc32)C1=O	0.0	5	-0.4	16
O=c1[nH]c2ccc(N=Cc3cc(Br)ccc3O)cc2[nH]1	-0.1	2	-0.7	9
O=C1CN(C(=O)CNNC(=O)C2CCCCC2)c2ccccc2N1	0.1	2	-0.7	-3
COc1cc(CN2CCc3nnc(CCNC(=O)c4cccnc4)n3CC2)ccc1O	0.0	-1	-0.1	0
Cc1cc(-c2ccco2)c(C#N)c(SCC(=O)c2ccc(O)c(O)c2)n1	-0.4	26	0.7	6
CC(C)N1CCN(C(=O)c2ccc(OC3CCN(CCc4ccccc4)CC3)cc2)CC1	0.3	-3	-1.1	9
CN(CC(=O)NCc1cccc(F)c1)c1nnc(N2CCCC2=O)s1	0.1	2	0.7	10
CCc1ccc(NC(=O)c2cc(S(=O)(=O)N(C)Cc3ccccc3)ccc2F)cc1	-0.4	-11	0.5	13
COc1cc2[nH]c(=O)c(C(=O)NCc3ccc(Cl)cc3)c(O)c2cc1OC	-0.2	2	1.4	-2
CC(=O)c1cc(I)c(O)c(I)c1	-0.1	9	2.2	12
CN(C)C(=O)C(=O)c1c(-c2ccccc2)cc2ccccn12	0.0	-8	-0.4	14
COc1ccc2cc(-c3[nH]ncc3CN3CCCCO3)ccc2c1	-0.1	-24	-0.2	-3
COCCNC(=O)CN(Cc1ccc(Cl)cc1)S(C)(=O)=O	0.8	2	-0.5	9
CC1=C(C(=O)Nc2ccc(C)cc2)C(c2ccc(Br)cc2)n2nnnc2N1 (stereo not given)	0.1	2	-0.7	15
Cc1ccc(O)c(C(=O)/C=C/c2ccc3c(c2)OCCO3)c1	-0.1	-20	0.7	10
Cc1nc(-c2cncc(-c3cccs3)c2)cc(N2CCC(O)CC2)n1	0.7	-25	2.6	10
Cc1nnc(SCCNC(=O)C2CCN(c3nc(C)c4cc(F)ccc4n3)CC2)s1	-0.7	8	0.7	8
Cc1c(C(=O)N2CCCC2)oc2c1-c1nn(CC(=O)NCc3ccc(F)cc3)cc1CC2	-0.1	4	1.3	3
O=C(CSc1ncccn1)N/N=C/c1ccc(Cl)cc1	0.8	4	1.8	19
CC(C)(CC(=O)O)CC(=O)N1CCCC(c2nc(-c3ccc(F)cc3)c3ccccn23)C1 (stereo not given)	-0.3	-3	3.0	7
CC(=O)Nc1ccc(S(=O)(=O)Nc2cc(C(=O)N(C)C3CCCCC3)ccc2N2CC3CC(C2)c2cccc(=O)n2C3)cc1 (stereo not given)	-0.1	0	1.3	5
COc1ccc([C@@H]2C[C@H](C(=O)NCc3cccnc3)N(C)S(=O)(=O)N2)cc1	0.1	7	-1.5	9
CCCn1c(=O)c2ccccc2n2c(SCC(=O)N(C)C3CCS(=O)(=O)C3)nnc12 (stereo not given)	0.1	5	-0.6	-3
O=C(Nc1ccccc1C(=O)O)c1ccc(Cl)c([N+](=O)[O-])c1	0.1	-28	-4.1	12
Cc1nc2ccccc2c(=O)n1-c1ccc(Cl)c(NC(=O)C2CCCC2)c1	0.2	-3	-1.0	12
COc1ccc(C2=NN(C(=O)CSc3nnc(CNC(=O)c4cccs4)n3-c3ccccc3)C(c3cccc(OC)c3OC)C2)cc1 (stereo not given)	0.2	-6	0.3	1
CCOC(=O)CSc1nc2ccccc2c(=O)n1CCNC(C)=O	0.1	9	-0.7	17
COC(=O)[C@@H]1C[C@@H](NC(=O)c2ccccc2OC)CN1Cc1cc(C)ccc1C	0.1	-4	-0.7	0
O=C(Cn1cc(C(=O)c2cccs2)c2ccccc21)NCc1cccnc1	0.2	9	0.5	5
CCCCCCCCc1nc(SCC(C)=O)n[nH]1	0.1	-1	-0.6	13
CCc1ccc(C(=O)NCc2ccco2)cc1	0.0	-19	-0.3	14
CC(C)C(N)C(=O)NC(C(=O)O)C(C)C (stereo not given)	0.1	9	0.8	1
COc1ccc(S(=O)(=O)N2CCC(C)CC2)cc1NC(C)=O	-0.2	-1	0.7	3
COC(=O)/C(N=Nc1ccc(SC(F)F)cc1)=C(\C)O	-0.1	-21	-2.0	6
O=C(CN1C(=O)c2ccccc2C1=O)Nc1ccc(NC(=O)CN2C(=O)c3ccccc3C2=O)cc1	0.1	-2	1.1	7
CC(=O)c1ccc(NC(=O)C2CCN(C(=O)NC3CCCCC3)CC2)cc1	0.1	-3	3.6	7
CS(=O)(=O)N(CC(=O)O)c1cccc(C(F)(F)F)c1	0.2	5	-0.4	7
CC(C)(C)NC(=O)C(c1ccccc1F)N(C(=O)c1csnn1)C1CCCC1 (stereo not given)	-0.1	-6	0.8	-8
COc1cccc(-c2cnc3c(N4CCN(C(=O)c5ccco5)CC4)nccn23)c1	-0.1	-37	-0.4	-24
Nc1c(C(=O)c2cccs2)sc(=S)n1CCCN1CCOCC1	0.2	5	1.9	-7
CC1(C)CC(=O)c2cc3c(N)c(C(=O)Nc4ccc([N+](=O)[O-])cc4)sc3nc2C1	0.0	-8	-0.1	-2
c1ccc(-n2cnc(-c3ccnc(Nc4ccc(N5CCOCC5)cc4)c3)n2)cc1	-0.2	-7	2.2	11
Cc1ccc(N(CC(=O)Nc2ccc(Br)c(C)c2)S(C)(=O)=O)cc1	-0.1	-17	-0.4	-8
CC1=C(C(=O)OCCOC(C)C)C(c2coc3ccc(C)cc3c2=O)C2=C(CCCC2=O)N1 (stereo not given)	0.4	14	-0.7	-4
COc1ccccc1S(=O)(=O)Nc1ccc(F)cc1F	0.1	5	0.6	4
COc1cc(N)c(Cl)cc1C(=O)OCCOc1ccccc1F	-0.1	-70	-1.7	-12
Cc1cc(N2CCN(c3ncccn3)CC2)nc2ccc(NC(=O)c3cc(Br)ccc3Cl)cc12	0.3	-9	1.5	0
O=C(NNC(=S)NC1CCCCC1)c1cccc([N+](=O)[O-])c1	0.0	-2	3.1	13
N#Cc1c(N)n(CCNC(=O)c2ccc(Br)cc2)c2nc3ccccc3nc12	0.8	11	-0.8	18
CC(=O)/C(=N/Nc1ccc(F)cc1F)Sc1ccccc1C(=O)O	-0.7	-34	-0.4	12

Reprinted from the entries so far, six compounds:
SMILES	FBW7 act	TEAD-YAP block	GPR151 activ	MITF inh
COc1ccccc1S(=O)(=O)Nc1ccc(F)cc1F	0.1	5	0.6	4
COc1cc(N)c(Cl)cc1C(=O)OCCOc1ccccc1F	-0.1	-70	-1.7	-12
Cc1cc(N2CCN(c3ncccn3)CC2)nc2ccc(NC(=O)c3cc(Br)ccc3Cl)cc12	0.3	-9	1.5	0
O=C(NNC(=S)NC1CCCCC1)c1cccc([N+](=O)[O-])c1	0.0	-2	3.1	13
N#Cc1c(N)n(CCNC(=O)c2ccc(Br)cc2)c2nc3ccccc3nc12	0.8	11	-0.8	18
CC(=O)/C(=N/Nc1ccc(F)cc1F)Sc1ccccc1C(=O)O	-0.7	-34	-0.4	12

Further compounds follow.
SMILES	FBW7 act	TEAD-YAP block	GPR151 activ	MITF inh
CN(C)CCCN1C(=O)C(=O)/C(=C(\O)c2ccc(F)cc2)C1c1ccc(F)cc1 (stereo not given)	0.1	3	0.2	3
Cn1cnnc1SCC(=O)NC1=NN=C(c2ccccc2)CS1	-1.4	2	-0.1	-2
O=C(/C=C/c1ccc(F)cc1)N1CCOCC1	-0.1	-14	-2.1	5
CC(=O)C1=C(C)OC(N)=C(C#N)C1c1ccccc1 (stereo not given)	-0.1	-6	0.0	-5
O=C(Nc1c(Cl)cccc1Cl)N[C@H]1C[C@H]2C(=O)N[C@@H](Cc3ccccc3)C(=O)N2C1	0.0	-9	0.2	12
Cc1ccc2nc(Cl)c3cc(C(=O)NCCN4CCOCC4)sc3c2c1	-0.2	2	-0.4	16
CCNS(=O)(=O)c1ccc(NC(=O)c2cccnc2)cc1	-0.1	-7	-1.3	3
COc1cc(C2C(C(=O)OCCOc3ccccc3)=C(C)NC3=C2C(=O)CC(C)(C)C3)ccc1O (stereo not given)	0.1	-1	-0.6	-8
CC(=O)NCC(=O)NC(Cc1ccccc1)C(N)=O (stereo not given)	0.2	-3	0.0	2
COc1cc(/C=C2\SC(N)=NC2=O)cc(I)c1OCc1ccc(Cl)cc1Cl	0.0	0	1.5	7
c1ccc(-c2noc(CN3CCCC(CN4CCOCC4)C3)n2)nc1 (stereo not given)	-0.2	3	0.8	1
COc1ccccc1C(=O)Nc1ccc2c(c1)nc(CCNC(C)=O)n2C	-0.1	-17	-1.9	19
CC(Oc1ccccc1)C(=O)N1CCCCCC1 (stereo not given)	-0.1	-8	3.0	2
CCOC(=O)c1cnc2c(ccc3ccccc32)c1N	0.0	-54	0.4	7
COC(=O)c1cccc(COC(=O)c2cccnc2SC)c1	0.7	-48	0.6	7
COc1cc(/C=C2/SC(=O)N(C)C2=O)cc(Br)c1OC	0.1	-2	-1.5	-8
COc1ccc(/C=C2/SC(=Nc3cccc(C)c3)NC2=O)cc1	-0.1	-13	-1.2	-5
COc1ccc(-n2nc3c(c2NC(=O)c2cccc4ccccc24)CS(=O)C3)cc1 (stereo not given)	0.1	10	1.7	4
CCCCOc1ccc(S(=O)(=O)N2CCCC2)c2ccccc12	-0.1	-4	-1.0	5
Cc1ncn(-c2ccc(Nc3nccc(-c4cc(F)cc(-c5cn[nH]c5)c4)n3)cc2)n1	0.1	-1	-0.6	6
CC(C)NC(=O)Cn1cc(C=O)c2cc(Br)ccc21	0.0	-5	2.1	-4
COc1ccc(OC)c(S(=O)(=O)N2CCN(c3c(C)cccc3C)CC2)c1	0.3	2	0.2	6
Cc1cc(Br)ccc1OCC(=O)Nc1ccccc1[N+](=O)[O-]	-0.1	-4	-0.4	13
O=C1C2C3C=CC(C3)C2C(=O)C2(c3ccc([N+](=O)[O-])cc3)OC12 (stereo not given)	0.0	2	1.8	3
COc1ccc(S(=O)(=O)N2CCCc3cccc(O)c32)cc1	0.0	0	2.3	7
CSCC(C)N1CCC(Oc2ccc(C(=O)N3CCCCC3)cc2)CC1 (stereo not given)	0.4	1	1.3	27
CCOC(=O)c1c(NC(=O)CSc2nnc(CNC(=O)c3ccccc3F)n2-c2ccccc2OC)sc2c1CCC2	-0.2	9	-1.4	4
CCOc1ccc(NC(=O)c2c(Nc3ccccc3C)sc(C(=O)c3ccccc3)c2N)cc1	-0.1	1	0.1	0
O=C(NCCc1ccccc1)c1ccc(Sc2cccc(Cl)c2)c([N+](=O)[O-])c1	0.1	-4	1.9	-3
COc1cc(C(=O)NC(C)Cc2ccccc2)ccn1 (stereo not given)	0.0	-20	0.0	-5

Overlap with the part before: seven compounds; new compounds follow.
SMILES	FBW7 act	TEAD-YAP block	GPR151 activ	MITF inh
O=C1C2C3C=CC(C3)C2C(=O)C2(c3ccc([N+](=O)[O-])cc3)OC12 (stereo not given)	0.0	2	1.8	3
COc1ccc(S(=O)(=O)N2CCCc3cccc(O)c32)cc1	0.0	0	2.3	7
CSCC(C)N1CCC(Oc2ccc(C(=O)N3CCCCC3)cc2)CC1 (stereo not given)	0.4	1	1.3	27
CCOC(=O)c1c(NC(=O)CSc2nnc(CNC(=O)c3ccccc3F)n2-c2ccccc2OC)sc2c1CCC2	-0.2	9	-1.4	4
CCOc1ccc(NC(=O)c2c(Nc3ccccc3C)sc(C(=O)c3ccccc3)c2N)cc1	-0.1	1	0.1	0
O=C(NCCc1ccccc1)c1ccc(Sc2cccc(Cl)c2)c([N+](=O)[O-])c1	0.1	-4	1.9	-3
COc1cc(C(=O)NC(C)Cc2ccccc2)ccn1 (stereo not given)	0.0	-20	0.0	-5
Cc1cnccc1CN(C)C(=O)CC1C(=O)NCCN1Cc1cccc(F)c1 (stereo not given)	0.0	-3	-0.2	31
CCOCC(=O)Nc1cccc(Br)c1	0.2	9	0.2	-4
COc1ccc(/C(O)=C2/C(=O)C(=O)N(CCN(C)C)C2c2ccc(F)cc2)cc1 (stereo not given)	0.0	3	-1.4	12
COc1ccccc1-c1ccc(OCCN2CCOCC2)nc1	-0.6	-20	0.7	5
CN1C(=O)CC(N2CCN(CCN=CC3=C(O)CC(C)(C)CC3=O)CC2)C1=O (stereo not given)	0.1	8	0.7	10
O=C(CCC1(Cc2cccs2)CCC(=O)N1)NC(CCn1ccnc1)c1ccccc1 (stereo not given)	-0.2	-3	1.2	1
O=C(N1CCOCC1)N1CCN(S(=O)(=O)c2cccc([N+](=O)[O-])c2)CC1	1.1	5	-0.1	23
CCN1CCN(C(=O)CN(c2ccc(Br)c(C)c2)S(C)(=O)=O)CC1	0.9	8	-0.1	21
CC(CCc1ccccc1)NC(=O)CCC(=O)N1CCOc2ccccc21 (stereo not given)	0.2	10	0.2	0
COc1ccc(C(=O)OC(C)CN2CCN(C)CC2)cc1 (stereo not given)	-0.1	-10	0.4	3
CCCCOc1ccc(-c2nc(/C=N/c3sc4c(c3C(=O)OCC)CCCC4)c(O)o2)cc1	0.7	-5	-0.8	14
Cc1cc(C)c(C#N)c(SCC(=O)c2ccc([N+](=O)[O-])cc2)n1	-0.1	16	0.6	7
CC1(C)CC(=O)C(C=Nc2ccccc2Sc2ccccc2)=C(O)C1	0.7	-8	0.8	21
Cc1ccccc1OCC(=O)NC12CC3CC(CC(C3)C1)C2	0.1	7	1.5	4
COc1ccc(CN2CCNC(=O)C2CC(=O)NCC(C)(C)CO)c(OC)c1 (stereo not given)	0.8	-5	0.1	-11
CC(=O)c1cccc(-c2cnc3c(NCc4ccco4)nccn23)c1	-0.3	-6	-0.9	11

Screening data (PubChem BioAssay)
